Screening results: PubChem BioAssay, several laboratories
CYP2C9 inhib – human CYP2C9 inhibition | CYP2C9 Supersomes, luciferin-H conversion, luminescence | inhibition, % at 5 µM | 96,000 compounds, 20% hits;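 active = blocking of liver enzyme CYP2C9 beyond about 50% at 5 µM, limit read from the data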; also: values of inactives mirror those of a sister screen read the other way
Target sequence (P11712 whole entry, looked up): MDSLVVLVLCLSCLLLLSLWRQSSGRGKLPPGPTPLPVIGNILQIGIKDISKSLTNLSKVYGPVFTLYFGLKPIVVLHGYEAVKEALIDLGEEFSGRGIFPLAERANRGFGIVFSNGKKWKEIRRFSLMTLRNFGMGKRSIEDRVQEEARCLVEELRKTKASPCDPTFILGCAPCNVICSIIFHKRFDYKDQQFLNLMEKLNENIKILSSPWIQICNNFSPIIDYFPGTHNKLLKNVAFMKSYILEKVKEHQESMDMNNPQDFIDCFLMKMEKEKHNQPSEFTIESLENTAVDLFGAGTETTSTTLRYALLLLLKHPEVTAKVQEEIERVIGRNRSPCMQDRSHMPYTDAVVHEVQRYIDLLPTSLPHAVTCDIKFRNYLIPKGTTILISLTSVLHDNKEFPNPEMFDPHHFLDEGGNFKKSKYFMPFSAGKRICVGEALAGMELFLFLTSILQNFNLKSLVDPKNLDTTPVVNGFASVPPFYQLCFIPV
Plk1 PBD FP – Plk1 (human) PBD binding inhibition; Plk1 PBD phosphopeptide binding, fluorescence polarization; 97,000 compounds, 0.13% hits; P53350; AID 693; inhibition, %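 (tested at about 20 µM)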; in the data active = inhibition above about 34%, passing the limit was not always enough
CYP2C19 inhib – blocks human cytochrome P450 2C19. CYP2C19 Supersomes, luciferin-H EGE luminescence, 30 min. inhibition, % at 5 µM. 96,000 compounds, 21% hits. AID 778;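 active = CYP2C19 inhibition above a set limit at 5 µM in the primary screen, cut at about 50% in these data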;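 also: plate controls were negative control wells for no effect and 2.5 mM tranylcypromine positive control for full effect; values of inactives mirror those of a sister screen read the other way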
Target sequence (P33261 whole entry, looked up): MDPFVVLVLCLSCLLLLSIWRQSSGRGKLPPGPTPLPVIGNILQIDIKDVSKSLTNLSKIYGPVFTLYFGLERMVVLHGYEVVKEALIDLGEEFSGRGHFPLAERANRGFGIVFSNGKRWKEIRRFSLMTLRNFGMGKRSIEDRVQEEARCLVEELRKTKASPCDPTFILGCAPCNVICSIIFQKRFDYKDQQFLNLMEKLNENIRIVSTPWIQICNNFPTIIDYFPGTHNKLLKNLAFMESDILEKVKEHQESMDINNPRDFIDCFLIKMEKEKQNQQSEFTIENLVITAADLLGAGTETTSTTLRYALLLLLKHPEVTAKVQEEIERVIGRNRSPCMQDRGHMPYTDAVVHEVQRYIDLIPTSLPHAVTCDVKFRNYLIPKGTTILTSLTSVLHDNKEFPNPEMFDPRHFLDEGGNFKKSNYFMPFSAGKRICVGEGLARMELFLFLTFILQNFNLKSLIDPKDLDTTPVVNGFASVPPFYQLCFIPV
EphB4 antag – EphB4-ephrin-B2 interaction antagonism. AID 720. inhibition, % at 7 µM. 97,000 compounds, 0.15% hits. EphB4 LBD / TNYL-RAW-Alexa532 peptide, fluorescence polarization;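 active = inhibition above the screen-wide mean inhibition plus 3 SD, cut at about 15% in these data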;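 also: 0% = DMSO wells and 100% = excess unlabeled TNYL-RAW peptide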
CYP2C9 act – CYP2C9 (human) activation; recombinant CYP2C9, luciferin-H conversion, luminescence; hits give high values; factor 1 = untreated enzyme, 0 = blocked; P11712; 96,000 compounds, 1.4% hits; activation factor at 5 µM;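 active = activation factor of 2 or more for CYP2C9 at a 5 µM dose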;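 also: 0 = sulfaphenazole-blocked wells and 1 = vehicle-only wells; values of inactives mirror those of a sister screen read the other way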
PLK1 inh – inhibitors of human PLK1 kinase; P53350; recombinant PLK1 kinase, TR-FRET peptide phosphorylation; inhibition, % at 10 µM; 97,000 compounds, 0.53% hits; AID 619;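 active = inhibition of 50% or more in the single-concentration screen; inactive = inhibition below 50%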;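 also: 0% = DMSO max control and 100% = H-89 dihydrochloride min control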
HIV Rev-RRE inh – inhibitors of HIV-1 Rev-RRE RNA interaction; Rev peptide-RRE RNA binding, FRET; inhibition, % at 8 µM; 97,000 compounds, 0.79% hits; AID 704;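 active = inhibition above the screen-wide mean plus 3 SD, cut at about 35% in these data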;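 also: 0% = median DMSO wells and 100% = median Neomycin B control wells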
Target sequence (P05866 whole entry, looked up): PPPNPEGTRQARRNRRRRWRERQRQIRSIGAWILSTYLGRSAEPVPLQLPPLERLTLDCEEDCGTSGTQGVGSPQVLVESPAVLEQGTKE
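System: Cy5-labelled duplex RRE RNA binding fluorescein-labelled HIV Rev peptide; Signal: fluorescein-to-Cy5 FRET, 480 nm excitation; Also added: labelled Rev peptide; Compound: one concentration, 8 µM nominal; Buffer or medium: HEPES pH 7.5 salt buffer with EDTA; Read-out: % inhibition of FRET ratio versus controls; Schedule: 5 min preincubation and 15 min binding, 25 °C.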
CYP2C19 act – cytochrome P450 2C19 (human) activation. AID 1025. 96,000 tested, under 10 active. recombinant CYP2C19, luciferin-H EGE luminescence; hits give high values; 0 = fully inhibited enzyme, 1 = untreated enzyme. activation factor at 5 µM;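 active = activation factor of at least 2 at 5 µM in the primary screen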;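 also: 0 = wells with 2.5 mM tranylcypromine and 1 = vehicle-only wells; values of inactives mirror those of a sister screen read the other way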
PLAP act – activators of human placental alkaline phosphatase; AID 696; activation fold at 20 µM; purified PLAP enzyme, luminescent substrate read-out; hits give high values; P05187; 96,000 compounds, 1.2% hits; in the data active = activation fold above about 2
The depositor's hits bear a star; . = no result given.

Results follow in this order: CYP2C9 inhib | Plk1 PBD FP | CYP2C19 inhib | EphB4 antag | CYP2C9 act | PLK1 inh | HIV Rev-RRE inh | CYP2C19 act | PLAP act
1	CC(C)CC(c1nnnn1C1CCCC1)N1CCN(c2ccccc2F)CC1 (stereo unspecified)
  9 | -14 | -1 | 1 | 0.9 | -9 | 5 | 1 | 1.1
2	C=C(C)Cn1c(CCNC(=O)CCC)nc2ccccc21
  -2 | . | 37 | . | 1 | . | . | 0.6 | 0.9
3	CCOc1ccc(NC(=O)N[C@@H](CCSC)C(=O)OC)cc1
  -13 | -3 | -18 | 5 | 1.1 | -3 | 4 | 1.2 | 0.8
4	CCC(=O)N1CCc2cc(S(=O)(=O)NCCCOC)ccc21
  12 | -13 | 18 | 7 | 0.9 | 24 | 9 | 0.8 | 1.1
5	COc1cccc(OCCCCN2CC(C)OC(C)C2)c1 (stereo unspecified)
  -9 | 14 | 19 | -2 | 1.1 | 6 | 0 | 0.8 | 1.3
6	O=C(c1csc2c1CCCCC2)N1CCN(c2ncccn2)CC1
  89* | -6 | 88* | 5 | 0.1 | -12 | 11 | 0.1 | 1.2
7	COc1cc2cc(C(c3nnnn3C(C)(C)C)N3CCC(C)CC3)c(=O)[nH]c2cc1OC (stereo unspecified)
  33 | 3 | 15 | -8 | 0.7 | -26 | 8 | 0.8 | 1.5
8	Cc1cc(C(F)(F)F)nn1CC(=O)NNC(=S)Nc1ccc(F)cc1
  32 | -20 | 31 | -1 | 0.7 | -3 | -5 | 0.7 | 2.8*
9	COC(=O)c1ccccc1NC(=O)CNc1cc(Cl)ccc1N1CCOCC1
  94* | -13 | 84* | -5 | 0.1 | 8 | -1 | 0.2 | 1.7
10	Cc1cc2c(N=O)c(NO)ccc2[nH]1
  46 | 7 | 26 | 1 | 0.5 | -15 | 8 | 0.7 | 0.8
11	CCOC(=O)c1c(Nc2ccc(Cl)cc2)sc(/C=C2\C=Nc3ccccc32)c1O
  -2 | 17 | -7 | -12 | 1 | -8 | 40* | 1.1 | 0.9
12	CC1(C)Cc2c(C#N)c(N3CCN(C(=O)c4ccco4)CC3)nc(-c3ccco3)c2CS1
  . | -4 | . | -2 | . | -12 | 20 | . | .
13	O=C(Nc1ccc2c(c1)OCO2)c1ccc(Br)o1
  60* | -11 | 85* | -3 | 0.4 | -2 | 0 | 0.1 | 0.8
14	O=c1oc2ccc3ccccc3c2c2c1SC(C(F)(F)F)C2 (stereo unspecified)
  25 | 10 | -33 | -2 | 0.7 | -9 | 24 | 1.3 | 1
15	C/C(=C\c1ccccc1)C(=O)n1nnc2ccccc21
  4 | -12 | 28 | -3 | 1 | -9 | 2 | 0.7 | 0.9
16	CCn1nc(C)c(C(=O)Nc2cc(Oc3cc(C)cc(C)c3)cc([N+](=O)[O-])c2)c1C
  41 | 3 | 21 | -1 | 0.6 | -8 | 5 | 0.8 | 1.5
17	CCOC(=O)C1CCCN(S(=O)(=O)c2ccc(Br)c(OC)c2)C1 (stereo unspecified)
  27 | -16 | 71* | -3 | 0.7 | 0 | 9 | 0.3 | 1.4
18	CCOC(=O)c1nc(NCc2cccnc2)c2ccccc2n1
  41 | 1 | -1 | 3 | 0.6 | 6 | 6 | 1 | 0.9
19	CN(NC(=O)c1ccccc1)c1nc2ccccc2nc1C(F)(F)F
  16 | -16 | 35 | 4 | 0.8 | -7 | 11 | 0.6 | 0.8
20	O=C1c2ccccc2C(Nc2ccccc2F)N1c1cccnc1 (stereo unspecified)
  16 | 0 | 36 | 3 | 0.8 | -4 | 4 | 0.6 | 0.8
21	N#CC1(Cc2ccccc2Cl)c2ccccc2C=CN1C(=O)c1ccccc1 (stereo unspecified)
  84* | -9 | 91* | 1 | 0.2 | -2 | 4 | 0.1 | 0.8
22	C=CCC1(O)C(=O)N2C(=C1C(=O)OCC)c1ccc3ccccc3c1CC2(C)C (stereo unspecified)
  30 | -33 | 31 | 0 | 0.7 | -10 | -1 | 0.7 | 1.2
23	CCCCOC(=O)c1ccc(Nc2ncnc3nc[nH]c23)cc1
  11 | . | -16 | . | 0.9 | . | . | 1.2 | 1.3
24	COC(=O)c1cn(NC(=O)C2CCCO2)c(=O)c2ccccc12 (stereo unspecified)
  . | 11 | . | -7 | . | -4 | 4 | . | .
25	Cn1c(SCC#N)nnc1-c1ccc2c(c1)OCO2
  . | 0 | . | 7 | . | -7 | 7 | . | .
26	CCC(=O)Nc1ccc(-c2nnc(SCC(=O)N3CCCCC3)n2C)cc1
  -8 | 27 | 10 | -12 | 1.1 | -8 | 7 | 0.9 | 0.8
27	Cc1nc(N2CCCCC2)c2ccsc2n1
  -7 | -16 | 10 | 5 | 1.1 | -7 | 0 | 0.9 | 0.9
28	COC(=O)C1=C(C)OC(N)=C(C#N)C1c1cc(C)sc1C (stereo unspecified)
  28 | 12 | 88* | 4 | 0.7 | 5 | 1 | 0.1 | 0.8
29	O=C(CNC(=O)c1cccs1)NCCN1CCN(c2ccccc2F)CC1
  9 | . | 14 | . | 0.9 | . | . | 0.9 | 1.2
30	Cc1oc2c(CN3CCOCC3)c(O)ccc2c(=O)c1-c1ccc(Br)cc1
  54* | -1 | 26 | -3 | 0.5 | -3 | 0 | 0.7 | 1.2

Exported with bars between the fields: 4 of the compounds above
entry | canonical_smiles | CYP2C9 inhib | Plk1 PBD FP | CYP2C19 inhib | EphB4 antag | CYP2C9 act | PLK1 inh | HIV Rev-RRE inh | CYP2C19 act | PLAP act
24 | COC(=O)c1cn(NC(=O)C2CCCO2)c(=O)c2ccccc12 (stereo unspecified) | . | 11 | . | -7 | . | -4 | 4 | . | .
25 | Cn1c(SCC#N)nnc1-c1ccc2c(c1)OCO2 | . | 0 | . | 7 | . | -7 | 7 | . | .
26 | CCC(=O)Nc1ccc(-c2nnc(SCC(=O)N3CCCCC3)n2C)cc1 | -8 | 27 | 10 | -12 | 1.1 | -8 | 7 | 0.9 | 0.8
27 | Cc1nc(N2CCCCC2)c2ccsc2n1 | -7 | -16 | 10 | 5 | 1.1 | -7 | 0 | 0.9 | 0.9

Following part
Results follow in this order: CYP2C9 inhib | Plk1 PBD FP | CYP2C19 inhib | EphB4 antag | CYP2C9 act | PLK1 inh | HIV Rev-RRE inh | CYP2C19 act | PLAP act
31	CCOC(=O)C1=C(C)C(c2ccccc2O)NC(=O)N1 (stereo unspecified)
  26 | -10 | 23 | 0 | 0.7 | -7 | 6 | 0.8 | 1.1
32	O=C1/C(=C\c2cccnc2)CCc2ccccc21
  28 | 13 | 75* | 1 | 0.7 | -9 | 3 | 0.3 | 1
33	CC(C)n1c(NCc2c[nH]c3ccccc23)nc2ccccc21
  . | -7 | . | 9 | . | 8 | 6 | . | .
34	Cc1ccccc1OCC(=O)N/N=C/c1ccc(Sc2nc3ccccc3s2)o1
  83* | -34 | 74* | -2 | 0.2 | -11 | 7 | 0.3 | 1.5
35	COc1ccc(NC(=O)CSc2nnc(-c3ccccn3)n2N)cc1Cl
  10 | 12 | 4 | -4 | 0.9 | -9 | 5 | 1 | 0.9
36	CCn1c(=O)c2c(O)cc(=O)oc2c2ccccc21
  -6 | 4 | 10 | 6 | 1.1 | -19 | 10 | 0.9 | 0.8
37	COc1cccc(/C(O)=C2\C(=O)C(=O)N(c3ccccn3)C2c2ccccc2OC)c1 (stereo unspecified)
  15 | 17 | 17 | -3 | 0.9 | 3 | 1 | 0.8 | 1.2
38	Cc1nnc(NC(=O)CSc2nnc3scc(-c4ccc(C)c(C)c4)n23)s1
  33 | -36 | 9 | -5 | 0.7 | -8 | 8 | 0.9 | 1
39	O=S(=O)(Cc1ccccc1)c1ccccc1-c1nnc(-c2ccccc2)o1
  11 | 20 | 10 | -6 | 0.9 | -4 | 5 | 0.9 | 1
40	Cc1c(C(c2cc3c(cc2Br)OCO3)c2c(C)n(C)n(-c3ccccc3)c2=O)c(=O)n(-c2ccccc2)n1C
  26 | -26 | 12 | -2 | 0.7 | -13 | 4 | 0.9 | 1.5

Rewritten screen by screen: part of the list above
36) CCn1c(=O)c2c(O)cc(=O)oc2c2ccccc21
35) COc1ccc(NC(=O)CSc2nnc(-c3ccccn3)n2N)cc1Cl
37) COc1cccc(/C(O)=C2\C(=O)C(=O)N(c3ccccn3)C2c2ccccc2OC)c1 (stereo unspecified)

screen / no.	36	35	37
CYP2C9 inhib	-6	10	15
Plk1 PBD FP	4	12	17
CYP2C19 inhib	10	4	17
EphB4 antag	6	-4	-3
CYP2C9 act	1.1	0.9	0.9
PLK1 inh	-19	-9	3
HIV Rev-RRE inh	10	5	1
CYP2C19 act	0.9	1	0.8
PLAP act	0.8	0.9	1.2

(continued)
Results follow in this order: CYP2C9 inhib | Plk1 PBD FP | CYP2C19 inhib | EphB4 antag | CYP2C9 act | PLK1 inh | HIV Rev-RRE inh | CYP2C19 act | PLAP act
41	COCCn1nnnc1C(c1cc2cc(C)ccc2[nH]c1=O)N1CCN(C2CCCCC2)CC1 (stereo unspecified)
  -6 | -6 | 7 | 3 | 1.1 | -3 | 7 | 0.9 | 1.6
42	Cc1nn(CC(O)COc2ccc3c(c2)CCC3)c(C)c1C (stereo unspecified)
  -27 | -25 | 27 | -4 | 1.3 | -12 | 11 | 0.7 | 0.9
43	CCS(=O)(=O)N1CCC(C(=O)NCCCN2CCC(Cc3ccccc3)CC2)CC1
  0 | -4 | -8 | 4 | 1 | -1 | -4 | 1.1 | 1.4
44	CS(=O)(=O)N1CCC(C(=O)Nc2ccc3c(c2)OCCO3)CC1
  -7 | -7 | -1 | 7 | 1.1 | -7 | 5 | 1 | 0.7
45	O=c1c2ccccc2nc(SCc2cn3ccsc3n2)n1-c1ccccc1F
  99* | 2 | 77* | 4 | 0 | -13 | 0 | 0.2 | 1.5
46	Cc1ccccc1C(=O)NNC(=O)Cc1ccccc1
  7 | 6 | -8 | 2 | 0.9 | -8 | 9 | 1.1 | 2*
47	COc1ccccc1NS(=O)(=O)c1cc(C(=O)NCc2ccco2)ccc1C
  28 | -22 | 61* | 2 | 0.7 | -13 | 3 | 0.4 | 1.1
48	Cc1cc(Cl)ccc1OCC(=O)NC1CCCC1
  67* | 0 | 98* | 0 | 0.3 | -13 | 2 | 0 | 1.6
49	N#Cc1c(N)c(C(=O)c2ccccc2)n2c1CCCC2
  -6 | -9 | 66* | -3 | 1.1 | -10 | 3 | 0.3 | 0.9
50	CCc1ccc(OCc2nc(-c3ccccn3)no2)c(Br)c1
  74* | -12 | 95* | 11 | 0.3 | -3 | 13 | 0.1 | 1.4
51	Cc1cccc(N2CCN(C(=O)NCc3ccc(Cl)cc3)CC2)c1
  . | 9 | . | -2 | . | -10 | 5 | . | .
52	CCOC(=O)Cn1nnc2c(sc3nc4c(c(-c5ccccc5)c32)CCC4)c1=O
  -1 | 4 | -14 | -2 | 1 | -3 | 8 | 1.1 | 1.1
53	CCCNC(=O)Cc1c(O)c2ccccc2[nH]c1=O
  -2 | -1 | -4 | 0 | 1 | -11 | 5 | 1 | 0.9
54	COc1ccc2oc(C(=O)OCC(=O)NC(=O)NC(C)C)c(C)c2c1
  9 | -24 | 14 | 2 | 0.9 | -11 | 12 | 0.9 | 0.8
55	Cc1cccc(-c2noc(CN(C(=O)C34CC5CC(CC(C5)C3)C4)C(C)C)n2)c1
  38 | 4 | -6 | 7 | 0.6 | -7 | 1 | 1.1 | 1.1
56	O=c1c2sc(-c3ccccc3)cc2nc2n1CCC2
  . | -29 | . | 1 | . | -8 | 4 | . | .
57	Cc1sc2nc(C3CC3)nc(NCCNS(C)(=O)=O)c2c1C
  76* | -24 | 36 | 4 | 0.2 | -3 | 3 | 0.6 | 1.2
